ASM inhibitor – Inhibitors of Secretory Acid Sphingomyelinase (S-ASM): qHTS | Sphingomyelin phosphodiesterase (Homo sapiens), P17405 | placental ASM, HMU-PC fluorogenic substrate, 60 min | Potency, µM (series often up to 57.5 µM), without a hit: top-dose activity change, negative = inhibition, actives largely listed as inhibitors | 340,000 tested, 0.006% active | AID 504937, 2011; also: potency is read from the fitted curve at half-maximal effect
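Human placenta-derived ASM enzyme was preincubated with compound for 10 minutes at room temperature, then given fluorogenic substrate HMU-PC0 (9 uM final) for 60 minutes at 37 °C; a pH 10 stop preceded fluorescence reading at Ex 386/Em 447 nm.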
TSHR antagonist – Antagonists of the Thyroid Stimulating Hormone Receptor: HTS campaign. Thyrotropin receptor (Homo sapiens), P16473. TSHR-expressing cells, TSH-stimulated cAMP HTRF, 2 h; active compounds read low. activity change, negative = inhibition, % at 11.5 µM. 330,000 tested, 0.2% active;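 active = activity change below a set negative limit, meaning inhibition stronger than a set level, cut at about -70% in these data; inconclusive = activity change between two set negative limits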; also: % is scaled to controls: 0 for no effect and ±100 for the full control effect
Target sequence (P16473 whole entry, looked up): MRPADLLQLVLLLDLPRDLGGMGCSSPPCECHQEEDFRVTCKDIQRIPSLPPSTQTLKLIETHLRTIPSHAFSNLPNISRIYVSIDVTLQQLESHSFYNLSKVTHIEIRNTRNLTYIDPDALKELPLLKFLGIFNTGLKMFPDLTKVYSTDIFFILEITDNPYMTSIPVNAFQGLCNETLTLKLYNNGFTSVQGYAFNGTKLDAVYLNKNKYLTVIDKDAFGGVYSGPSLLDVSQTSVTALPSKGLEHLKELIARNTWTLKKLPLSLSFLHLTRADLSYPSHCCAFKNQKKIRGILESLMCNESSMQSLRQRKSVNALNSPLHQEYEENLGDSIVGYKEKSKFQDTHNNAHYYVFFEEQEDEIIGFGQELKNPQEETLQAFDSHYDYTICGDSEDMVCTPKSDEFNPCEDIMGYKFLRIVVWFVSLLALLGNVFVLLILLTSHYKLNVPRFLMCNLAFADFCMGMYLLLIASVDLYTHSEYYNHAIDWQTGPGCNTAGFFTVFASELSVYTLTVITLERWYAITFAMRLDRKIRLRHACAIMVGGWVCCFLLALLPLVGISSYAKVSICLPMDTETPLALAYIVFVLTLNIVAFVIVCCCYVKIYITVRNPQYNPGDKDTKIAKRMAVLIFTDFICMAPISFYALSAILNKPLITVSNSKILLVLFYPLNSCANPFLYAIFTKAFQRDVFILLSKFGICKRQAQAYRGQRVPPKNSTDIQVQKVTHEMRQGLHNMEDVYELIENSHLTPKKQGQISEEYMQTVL
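Freshly harvested TSHR cells receive pin-tooled compound, then EC80 TSH at 4nM final. After 2 hours at 37 deg C, antibody in lysis buffer and cAMP-d2 are added; 30 minutes at ambient temperature precede the HTRF read.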
Eya2 phos inh – qHTS Assay for Inhibitors of the Phosphatase Activity of Eya2; recombinant Eya2, OMFP fluorescence dephosphorylation (OMFP is methylfluorescein phosphate); Potency, µM (series often up to 76.9 µM), for inactives: at the highest dose activity, negative = inhibition, usual class: inhibitors; 330,000 tested, 0.006% active; AID 488837, 2010; also: potency is read from the fitted curve at half-maximal effect; % is scaled to controls: 0 for no effect and ±100 for the full control effect
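Eya2 (0.2 uM) preincubated 10 min at ambient with compound, then OMFP substrate added at 50 uM; 10 min reaction in 50 mM HEPES pH 7.5, 50 mM NaCl, 5 uM MgCl2, 0.05% BSA, 1 mM DTT. Fluorescence read at Ex 485/Em 525 nm.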
TSG101-PTAP inh – qHTS Assay for Iinhibitors of HIV-1 Budding by Blocking the Interaction of PTAP/TSG101; 340,000 tested, under 10 active; Tumor susceptibility gene 101 protein (Homo sapiens), Q99816; Potency, µM (highest dose often 115 µM), inactives show top-dose activity change, negative = inhibition, actives largely listed as inhibitors; Fluorescence polarization, FITC-PTAP peptide / Tsg101 binding; active = well fitted inhibition curve with a large enough effect in the main read-out, with a control signal flat, not every such curve was filed as active; inconclusive = small, poorly fitted or top-dose-only effect, or effect the other way, or a change in a side signal; inactive = no such curve, though single readings can be large or run the other way; also: potency is read from the fitted curve at half-maximal effect; % of control where 0% means no effect
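Steps: Tsg101 binding domain dispensed (10 uM final), compounds pinned in DMSO, FITC-labeled PTAP-motif peptide added (50 nM final); after 20 min binding at room temperature, polarization measured.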
TCR activator – Activators of T cell receptors: qHTS campaign; primary human leukocytes, anti-CD3, IL-2 HTRF, 48 h; Potency, µM (series often up to 9.22 µM), for the others: at the highest dose activation of IL-2 secretion, usual class: activators; 330,000 tested, under 10 active; AID 504894, 2011; also: % of control where 0% means no effect
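HTRF read-out of IL-2 secretion: europium cryptate donor excited at 320nm, d2 acceptor emission at 665nm. Cells were primary human leukocytes incubated 48 hr with compounds and a-CD3 beads, supplying TCR signal only.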
Mito fusion yeast – qHTS Assay for Small Molecule Inhibitors of Mitochondrial Division or Activators of Mitochondrial Fusion. 320,000 tested, 0.23% active. AID 485298, 2010. Potency, µM (titrated, usually from 46.1 µM), without a hit: at the top dose growth rescue (activation), most hits filed as activators. S. cerevisiae fusion-defective mutant growth rescue, CellTiterGlo 48 h;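 also: potency is read from the fitted curve at half-maximal effect; % of control where 0% means no effect; nearly all actives have a fitted effect of over 45% in size; temperature-sensitive fusion mutants such as fzo1-1 at 37 °C on non-fermentable ethanol glycerol medium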
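S. cerevisiae fusion-defective temperature-sensitive mutants (e.g. fzo1-1, mgm1-5) grown 48 h at 37C in YPEG (ethanol/glycerol non-fermentable) medium with 23 nl compound per well; growth rescue read as CellTiterGlo luminescence.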
Integrin act MD – qHTS for Activators of Integrin-Mediated Alleviation for Muscular Dystrophy; alpha7betagal myoblasts, beta-gal FDG fluorescence, 48 h; Potency, µM (top dose mostly 38.3 µM), without a hit: top-dose activation, most hits filed as activators; 350,000 tested, 0.064% active; AID 624291, 2012;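 also: potency is read from the fitted curve at half-maximal effect; 100% = response of the positive control SU9516; nearly all actives have a fitted effect of over 60% in size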
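Alpha7betagal+/- myoblasts (passage 13) were plated 16-24 hr, then exposed to compounds (1:260 dilution of DMSO stock) for 48 hours at 37C. After MPER lysis, β-galactosidase reporter activity was read as FDG fluorescence (ex 480/em 540) after 30 minutes.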
Tb PFK block – qHTS Assay to Find Inhibitors of T. brucei phosphofructokinase; AID 485367, 2010; 330,000 tested, 0.17% active; ATP-dependent 6-phosphofructokinase (Trypanosoma brucei brucei), O15648; T. brucei PFK, ADP-Glo luminescence; Potency, µM (highest dose often 57.5 µM), for inactives: top-dose activity, negative = inhibition, actives largely listed as inhibitors;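 also: potency is read from the fitted curve at half-maximal effect; 0% = uninhibited 1x PFK enzyme wells and -100% = no-enzyme wells; nearly all actives have a fitted effect of over 60% in size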
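Compounds were pin-transferred as a titration series up to 57 uM into substrate buffer (0.5 mM F6P, 0.1 mM ATP, pH 8.0), then 1.25 nM PFK was added and reactions ran 45 min before ADP-Glo detection.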
ELG1 DNA repair – qHTS screen for small molecules that inhibit ELG1-dependent DNA repair in human embryonic kidney (HEK293T) cells expressing luciferase-tagged ELG1; HEK293T ELG1-luciferase reporter, luminescence, 16 h; DNA damage induced by 5-fluorouridine; Potency, µM (top dose mostly 46.1 µM), without a hit: top-dose activity change, negative = inhibition, actives largely listed as inhibitors; 330,000 tested, 2.3% active; also: potency is read from the fitted curve at half-maximal effect; % is scaled to controls: 0 for no effect and ±100 for the full control effect; nearly all actives have a fitted effect of over 55% in size
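In this reporter screen, reduction of luminescence relative to DMSO vehicle indicated activity. Compounds and 5-fluorouridine were added together to 2,000 cells per well, incubated for 16 hr at 37 °C, then developed with ONE-Glo.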
Chronic BCR inh – qHTS Assay to Find Inhibitors of Chronic Active B-Cell Receptor Signaling | AID 493014, 2011 | Potency, µM (doses to about 46.1 µM), without a hit: at the top dose ratio change, negative = lower green/red ratio, hits mostly inhibitors | ABC-DLBCL IkBa-CBG/CBR reporter, luminescence ratio, 4 h | 340,000 tested, 0.05% active; active = well fitted inhibition curve with a large enough effect in the signal ratio, with a control signal flat, not every such curve was filed as active; inconclusive = small, poorly fitted or top-dose-only effect, or effect the other way, or a change in a side signal; the % refers to the signal ratio;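 also: potency is read from the fitted curve at half-maximal effect; plate controls were basal doxycycline-induced cells for no effect and cells given 10 µM MG132 for full effect; MG132 reads +100%, hits lower the ratio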
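TMD8 human ABC-DLBCL cells with doxycycline-inducible IκBα–green luciferase fusion and unfused red luciferase, in 0.5% FBS medium; compounds up to 46 uM, 4 h at 37C. Green/red luminescence ratio, filter-overlap corrected, fitted to concentration-response curves.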
A-T KAP1 phos – qHTS Assay for Identifying a Potential Treatment of Ataxia-Telangiectasia; […] A-T fibroblasts, KAP-1 phosphorylation AlphaLISA; neocarzinostatin DNA damage 30 min before lysis; Potency, µM (highest dose often 57.5 µM), inactives show top-dose activation, actives largely listed as activators; 320,000 tested, 0.19% active; also: potency is read from the fitted curve at half-maximal effect; % of control where 0% means no effect; nearly all actives have a fitted effect of over 45% in size
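ATM-like activity read as KAP-1 phosphorylation via AlphaLISA donor/acceptor antibody pairs after lysis and 6 hr at 25C. Cells were ATM-null patient fibroblasts ([…], hTERT), dosed 60 min, then exposed to the DSB inducer NCS for 30 min.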
An asterisk follows results filed as active; ? = inconclusive; · = not tested or not shown; [ ] = remark or other dose. Unless noted, calls follow the shape of the dose curve; as a rule, active = well fitted curve in the direction sought with a large enough effect; inconclusive = small, poorly fitted or top-dose-only effect, or another doubt; inactive = no such curve, though single readings can be large; an effect the other way counts as inactive or inconclusive.

cpd	SMILES	ASM inhibitor	TSHR antagonist	Eya2 phos inh	TSG101-PTAP inh	TCR activator	Mito fusion yeast	Integrin act MD	Tb PFK block	ELG1 DNA repair	Chronic BCR inh	A-T KAP1 phos
1	O=C(CCN1C(=O)c2ccccc2C1=O)NC1=NCCS1	0%	0	19%	-4%	-20%	0%	11%	-6%	5%	3%	3%
2	Cc1nc(Cl)c(C(=O)NCc2ccccc2)c(C)c1[N+](=O)[O-]	1%	-4	0%	-5%	-5%	25%	-12%	-1%	-6%	5%	-13%
3	CCCNC(=O)Cn1c(=O)oc2cc(S(=O)(=O)N3CC(C)CC(C)C3)ccc21 (stereo not given)	-1%	-5	1%	0%	9%	3%	30%	1%	1%	-2%	17%
4	CCOC(=O)C1(CCc2ccccc2)CCN(Cc2ccc(C(=O)OC)cc2)CC1	1%	24	-15%	1%	-2%	16%	-46%[inhibitor]	0%	-29%	-2%	1%
5	CCC(CC)NC(=O)Nc1ccc(F)cc1F	3%	-11	-2%	0%	9%	-1%	?	-2%	-5%	0%	2%
6	CCOC(=O)c1c(NC(=O)CCN2C(=O)c3ccccc3C2=O)sc(C(=O)OC(C)C)c1C	-3%	12	2%	0%	-8%	1%	2%	-5%	?	?	-10%
7	CC1CCCCC1NCC(=O)Nc1ccccc1-c1ccccc1 (stereo not given)	-1%	-9	-3%	-2%	9%[46.1 µM]	9%	-38%	-4%	-20%	25%	·
8	COc1ccc(-c2cc(C(=O)N3CCN(c4ncccn4)CC3)c3ccccc3n2)c(OC)c1	92%[activator]	-3	-4%	0%	-11%[46.1 µM]	-23%	3%	0%	9.2µM*	5%	-6%
9	CCc1ccc(OCC(=O)Nc2ccc(S(=O)(=O)Nc3cc(C)on3)cc2)c(Br)c1	-9%	6	-12%	-3%	0%	3%	24%	0%	18%	0%	3%
10	CC(C)N1C(=O)CCN(C=O)c2ccccc21	7%	12	11%	-1%	3%	8%	0%	0%	-15%	-4%	-1%
11	CC1CCCCN1C(=O)CSc1nnc2c(n1)[nH]c1ccccc12 (stereo not given)	2%	-5	-2%	-1%	-5%	3%	?	-1%	17%	4%	-1%
12	COc1cc2c(cc1OC)C(NC(=O)C(F)(F)F)CNC2=O (stereo not given)	2%	4	-3%	0%	·	-5%	21%	-1%	12µM*	6%	1%
13	CCOC(=O)C1CCN(CC(O)COc2ccc(C(C)(C)C)cc2)CC1 (stereo not given)	34%[activator]	7	-7%	-3%	8%	10%	-37%	7%	-27%	-8%	27%
14	CN(CC(=O)Nc1ccccc1Cl)C(=O)COC(=O)c1ccc([N+](=O)[O-])s1	-3%	-2	7%	-1%	-3%	·	1%	-7%	?	4%	-4%
15	O=C(O)Cc1c(-c2ccccc2)c2cc(Br)ccc2[nH]c1=O	1%	-7	-12%	-3%	-1%	3%	11%	2%	-8%	5%	1%
16	O=c1cc(-c2ccc(Cl)cc2)oc(=O)[nH]1	1%	-2	0%	-4%	5%	3%	14%	2%	0%	?	-5%
17	CC(C)Cc1nnc(NC(=O)CCc2ccccc2)s1	-3%	-7	0%	-4%	·	-10%	-3%	1%	7%	?	0%
18	S=C1NCN(C2CCCCC2)CN1CCc1ccccc1	2%	16	-9%	1%	1%	-1%	1%	3%	-14%	1%	-6%
19	COc1ccc(C(=O)NCc2ccco2)cc1S(=O)(=O)NC1CC1	3%	-2	-3%	1%	-2%	-4%	28%	0%	?	-1%	-5%
20	Cc1cccc(C(=O)OCC(=O)NN2C(=O)NC3(CCCCC3)C2=O)c1	-1%	-7	-8%	-4%	1%	-1%	9%	9%	12%	1%	7%
21	Cc1ccc(C(=O)N/C(=C/c2ccco2)C(=O)Nc2cccc(C)c2)cc1	-2%	-1	-13%	-7%	0%	5%	22%	1%	3%	?	1%
22	CCOc1cc(C(=O)Nc2cccc(OCC(=O)N3CCOCC3)c2)cc(OCC)c1OCC	3%	23	-10%	-5%	-4%	15%	0%	-5%	2.1µM*	-3%	6%
23	COc1cc(C2C(C(=O)c3sc(C)nc3C)=C(O)C(=O)N2CCN(C)C)cc(OC)c1OC (stereo not given)	4%	-5	26%	-2%	5%	-2%	-17%	4%	0%	1%	11%
24	CCOC(=O)C1CCN(C(=O)c2[nH]c3ccc(OC)cc3c2C)CC1	-3%	-2	-1%	0%	-6%	9%	?	0%	1%	1%	-12%
25	Cc1cnc(C(=O)Nc2nccs2)cn1	-1%	8	-2%	-1%	-3%	1%	-21%	?	?	?	24%
26	CCOc1ccc(CCNC(=O)COC(=O)CCC(=O)c2cccs2)cc1OCC	-3%	1	-7%	-6%	4%	0%	-17%	1%	9%	-6%	5%
27	O=C(NCc1ccc2c(c1)OCO2)c1cc(COc2c(F)cccc2F)on1	-1%	-35	10%	·	-2%	-1%	9%	3%	-5%	-2%	5%
28	Cc1cnc(C(=O)OCC(=O)Nc2ccc(C)c(S(=O)(=O)N3CCCCCC3)c2)cn1	-2%	1	4%	-3%	6%	0%	11%	-1%	17%	-1%	0%
29	CC(C)C(NC(=O)c1ccc(C(C)(C)C)cc1)C(=O)O (stereo not given)	2%	1	-11%	-8%	4%	0%	-22%	-4%[0.46 µM]	17%	4%	3%
30	COC(=O)c1nnn(-c2ccc(F)c(Cl)c2)c1C(=O)OC	-2%	11	-1%	-1%	3%	-2%	-2%	4%	6%	2%	-2%
31	COc1c(F)c(F)c(C(=O)O)c(Nc2cccc(C)c2)c1F	8%	11	0%	-2%	1%	7%	19%	3%	-3%	-1%	6%
32	N#Cc1c(NC(=O)c2ccc(N3CCOCC3)c([N+](=O)[O-])c2)sc2c1CCCC2	-5%	-8	0%	0%	0%[46.1 µM]	0%	-10%	2%	1%	1%	7%
33	CN(C(=O)COc1ccc(S(=O)(=O)N2CCOCC2)cc1[N+](=O)[O-])C1CCS(=O)(=O)C1 (stereo not given)	4%	-3	3%	-6%	9%	1%	-8%	2%	3%	-5%	3%
34	CCCNC(=O)c1cn(CC)c2cc(N3CCN(C(=O)c4ccco4)CC3)c(F)cc2c1=O	-2%	13	7%	-6%	1%	0%	-34%	-3%	13µM*	-1%	7%
35	O=C(Nc1cc(S(=O)(=O)N2CCCCC2)ccc1N1CCOCC1)c1ccc(C(F)(F)F)cc1	-2%	-3	-13%	-2%	2%	1%	17%	-7%	-25%	-3%	0%
36	O=C(NCCc1ccc(Cl)cc1)C(=O)c1c[nH]c2ccccc12	-11%	4	9%	-5%	0%	3%	?	-1%	-2%	-5%	-2%
37	C/C(=N\Nc1nccnc1Cl)c1ccc(F)cc1	1%	13	8%	-2%	0%	6%	5%	-10%	?	?	11%[11.5 µM]
38	Cc1ccsc1/C=N/NC(=O)c1ccc(-n2cccc2)cc1	-2%	-4	7%	0%	-1%	1%	1%	0%	?	-28%	-3%
39	COc1ccc(CN=C2NC(=O)CC(C(=O)Nc3cc(C)cc(C)c3)S2)cc1 (stereo not given)	1%	4	6%	-1%	2%[46.1 µM]	-5%	-1%	-7%	-2%	-6%	0%

Assay outcomes as filed in PubChem BioAssay.
